PL synth Enamine: blocks phospholipid synthesis in CHO cells, Enamine compounds. ZR-82 CHO cells, pyrene fatty acid UV survival, CellTiter Blue; peroxisome-deficient CHO-K1 mutant line; plus DGAT-1, DGAT-2 and ACAT inhibitors. calls only at 10 µM. AID 1347385. 0.4% of 20,000 active;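 active = cell survival signal 2 SD away from solvent-only control wells, confirmed on one or two retests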;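 note: 3 h compound exposure then viability read about one day after UV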
Calls only; i = inactive; + = active, no number. Only part of the results is shown; rates above refer to the full screens.

Molecule | PL synth Enamine
O=[N+]([O-])c1ccc(-[n+]2ccccc2)c([N+](=O)[O-])c1 | i
CN(C)C(=O)N1c2ccccc2Sc2ccccc21 | i
Cc1[nH]c(=S)c(C(N)=O)c(C)c1C | i
Cc1nnc(SC(C(N)=O)C(N)=O)s1 | i
C=CCNCc1nc(NCC=C)c2c(C)c(C(=O)OCC)sc2n1 | i
CN(Cc1nc2ccccc2s1)c1ncnc2sc3c(c12)CCCC3 | i
Cn1c(COc2ccc(Cl)cc2)n[nH]c1=S | i
O=C(O)CCc1nc2cc(Cl)ccc2oc1=O | i
Fc1ccc(NC(=S)N/N=C2/CCC/C(=N\NC(=S)Nc3ccc(F)cc3)C2)cc1 | i
COc1ccc(-c2c[n+]3ccccc3n2Cc2ccccc2)cc1OC | i

The last 3 records of the part before lead into the next:
Molecule | PL synth Enamine
O=C(O)CCc1nc2cc(Cl)ccc2oc1=O | i
Fc1ccc(NC(=S)N/N=C2/CCC/C(=N\NC(=S)Nc3ccc(F)cc3)C2)cc1 | i
COc1ccc(-c2c[n+]3ccccc3n2Cc2ccccc2)cc1OC | i
O=P(C=C(Cl)c1ccccc1)(/C=C(\Cl)c1ccccc1)Nc1ccc2ccccc2c1 | i
COc1ccc2c(=S)c(-c3ccc4ccccc4n3)c(C)oc2c1 | i
Cn1cc([N+](=O)[O-])cc1C(=O)N1CCNCC1 | i
CS(=O)(=O)c1ccc(Cl)cc1 | i
O=[N+]([O-])c1cc(S(=O)(=O)N/N=C/c2cc(Cl)cc(Cl)c2O)ccc1Cl | i
O=[N+]([O-])c1ccc2nc(C(F)(F)F)[nH]c2c1 | i
CCCSc1nnc(Nc2ccccc2F)s1 | i
O=S(=O)(c1ccc(SCCOc2ccc(F)cc2)nc1)N1CCCC1 | i
O=S1(=O)CCC(N2CCN(c3ncnc4sc5c(c34)CCC5)CC2)C1 (stereo not drawn) | i
CS(=O)(=O)c1ccc(-n2nnc3ccccc32)c([N+](=O)[O-])c1 | i
O=C(O)CSCc1nc2sc3c(c2c(=O)[nH]1)CCCC3 | i
Brc1ccc(-c2oc(-c3ccccc3)nc2-c2ccccc2)cc1 | i
CSc1nnc(SCc2cc([N+](=O)[O-])cc3c2OCOC3)s1 | i
O=[N+]([O-])c1ccc(SNc2ccc(Cc3ccc(NSc4ccc([N+](=O)[O-])cc4)cc3)cc2)cc1 | i
Cc1nc(N)nc(N(C)C)n1 | i
Cc1ccc(P2(=S)c3c(C)nn(-c4ccccc4)c3N=Cc3c2c(C)n(-c2ccc(I)cc2)c3C)o1 (stereo not drawn) | i
CC(=O)c1c(C)[nH]c(C(=O)Cn2cnc3sc4c(c3c2=O)CCC(C)C4)c1C (stereo not drawn) | i
COC(=O)C(=O)CC(=O)c1cccs1 | i
S=c1[nH]nc(-c2ccccc2)n1/N=C/c1ccc(Cl)cc1Cl | i
COc1ccc(S(=O)(=O)NCC(F)(F)F)cc1Br | i
O=S(=O)(Nc1ccc2c(c1)nc1n2CCCCC1)c1ccc(Cl)s1 | i
CC(C)(C)P(=Nc1ccc(S(N)(=O)=O)cc1)(N1CCOCC1)N1CCOCC1 | i
O=[N+]([O-])c1ccc2c(c1)OC1(CCCCC1)O2 | i
COc1cc(/C=N/Nc2ncc(Cl)cc2Cl)cc(OC)c1 | i
CN(C)c1ccc(C2NCC(CSc3ncc(C(F)(F)F)cc3Cl)O2)cc1 (stereo not drawn) | i
O=C(CSc1nnc(NC2CC2)s1)c1ccc(Cl)s1 | i
CNc1nc(SCc2cccc3ccccc23)nc2ccccc12 | i
CC(C)NC(=S)N/N=C1\CCc2ccccc21 | i
Cc1cccn2c(=O)c3cc(C(=O)NC4CCCCC4C)n(C)c3nc12 (stereo not drawn) | i
O=S(=O)(Nc1ccc2c(c1)CCC2)c1cc(Br)ccc1Br | i

A second format for part of the listing above.
COc1cc(/C=N/Nc2ncc(Cl)cc2Cl)cc(OC)c1
  PL synth Enamine: i
CN(C)c1ccc(C2NCC(CSc3ncc(C(F)(F)F)cc3Cl)O2)cc1 (stereo not drawn)
  PL synth Enamine: i
O=C(CSc1nnc(NC2CC2)s1)c1ccc(Cl)s1
  PL synth Enamine: i
CNc1nc(SCc2cccc3ccccc23)nc2ccccc12
  PL synth Enamine: i

Gathered by group, those above containing a CF3 group.
Molecule | PL synth Enamine
O=[N+]([O-])c1ccc2nc(C(F)(F)F)[nH]c2c1 | i
COc1ccc(S(=O)(=O)NCC(F)(F)F)cc1Br | i
CN(C)c1ccc(C2NCC(CSc3ncc(C(F)(F)F)cc3Cl)O2)cc1 (stereo not drawn) | i

Next compounds follow.
Molecule | PL synth Enamine
CC1CCCC(NC(=O)CC23CC4CC(CC(Br)(C4)C2)C3)C1C (stereo not drawn) | i
Cc1c(C(=S)N=P(C2CCCCC2)(N2CCOCC2)N2CCOCC2)c2ccccn2c1C(=S)N=P(C1CCCCC1)(N1CCOCC1)N1CCOCC1 | i
O=S(=O)(NCc1ccc2c(c1)OCO2)c1cccs1 | i
Cc1ccc(C)c(S(=O)(=O)N(C)C2CCS(=O)(=O)C2)c1 (stereo not drawn) | i
O=S1(=O)CCC(N=Nc2c(O)[nH]c3ccc(Br)cc23)C1 (stereo not drawn) | i
COc1ccc(S(=O)(=O)N2CCSC2c2cc(Br)ccc2OC)cc1 (stereo not drawn) | i
O=C(NC1=NCCS1)C1CC2CCCC(C1)C2=O (stereo not drawn) | i
O=C1C2=C(C(=O)c3ccccc31)C(c1ccccc1O)c1sc(=O)[nH]c1S2 (stereo not drawn) | i
Nc1scn[n+]1Cc1cccc2cccnc12 | i
CN(C)C(=O)CSc1nc(-c2cccs2)c(-c2cccs2)[nH]1 | i

Among those listed so far, these have a COOH group.
Molecule | PL synth Enamine
O=C(O)CCc1nc2cc(Cl)ccc2oc1=O | i
O=C(O)CSCc1nc2sc3c(c2c(=O)[nH]1)CCCC3 | i

Next results.
Molecule | PL synth Enamine
CC1SC(=Nc2ccc(S(=O)(=O)N3CCOCC3)cc2)NN=C1C12CC3CC(CC(C3)C1)C2 (stereo not drawn) | i
CC(C)NC(=S)N/N=C/C1=CCC2CC1C2(C)C (stereo not drawn) | +
CCCc1cc(=O)[nH]c(SCCOc2ccc(OCC)cc2)n1 | i
CC(=O)C(C)OC(=O)CN1C(=O)NC2(CCCCC2C)C1=O (stereo not drawn) | i
CCN=c1scc(-c2ccc(F)cc2)n1/N=C/c1ccc2c(c1)OCCO2 | i
O=S(=O)(c1ccc(N(C(F)F)S(=O)(=O)c2ccc(Cl)cc2)cc1)N1CCOCC1 | i
CNC(=S)Nc1ccc2[nH]c(=O)[nH]c2c1 | i
O=S(=O)([N-]c1nc2ccccc2nc1-[n+]1ccccc1)c1cccs1 | i
Cc1ccc(-c2nc(=S)n(CN3CCOCC3)[nH]2)cc1 | i
CC(Sc1nnnn1C1CC1)c1nnc(-c2cccs2)o1 (stereo not drawn) | i
NC(=O)NNS(=O)(=O)c1ccc2c(c1)Cc1cc(S(=O)(=O)NNC(N)=O)ccc1-2 | i
Clc1ccc(-c2noc(CSc3ccc(Br)cc3)n2)cc1 | i
O=S(=O)(NC1CCCCCC1)c1ccc2c(c1)OCCO2 | i
S=c1[nH]nc(-c2ccncc2)n1/N=C/c1ccccc1 | i
CCSc1nnc(NC(=O)c2cc3c(=O)n4cccc(C)c4nc3s2)s1 | i
C[N+]1(CCOCc2ccccc2)CCOCC1 | i
Clc1cccc(C2C=C(c3ccc(-c4ccccc4)cc3)Nc3nnnn32)c1Cl (stereo not drawn) | i
Brc1ccc(N2NC(c3ccccc3)=NP2(c2ccccc2)(c2ccccc2)c2ccccc2)c(Br)c1 | i
O=c1c(Oc2ccc(F)cc2)c(C(F)(F)F)oc2cc(O)ccc12 | i
CCNC(=O)NC(=O)CN1C(=O)NC2(CCC(C)CC2)C1=O (stereo not drawn) | i
CCOC(=O)c1c(NC(=O)COC(=O)C2(C)CC2(Cl)Cl)sc2c1CCC(C)C2 (stereo not drawn) | i
CCOC1(c2cccs2)OC(c2cccs2)=C(c2cccs2)OC1c1cccs1 (stereo not drawn) | i
O=C1OC(c2ccc(Cl)cc2)=N/C1=C\c1ccc(Cl)cc1 | i
Cc1nc2ccc(I)cn2c1/C=N/Nc1c(Cl)cc(Cl)cc1Cl | i
Cc1cc(NC(=O)NC23CC4CC(CC(C4)C2)C3)no1 | i
Cc1cc(C2=NNC(=NC3CC3)SC2)c(C)n1Cc1ccco1 | i
O=S(=O)(Nc1ccc2[nH]ncc2c1)c1cccs1 | i
Cn1cc(S(=O)(=O)N2CCC(C(=O)O)CC2)cc1C(N)=O | i
Cc1noc(C)c1C(=O)OCC(=O)NC1CC1 | i
CC1(C)CC2CC(C)(CN2/C=C/C(=O)C(F)(F)F)C1 (stereo not drawn) | i

The list continues:
smiles	PL synth Enamine
COC(=O)c1c(C)[nH]c(C(=O)C(C)OC(=O)c2cnc(C)cn2)c1C (stereo not drawn)	i
O=c1cc(CN2CCc3ccccc32)nc2ccc(Br)cn12	i
O=S(=O)(NC1CCCc2ccccc21)c1ccccc1 (stereo not drawn)	i
CCOC(=O)c1c(C)[nH]c(C(=O)OCC(=O)C23CC4CC(CC(C4)C2)C3)c1C	i
CSc1ccc(C=Nc2ccc(-c3nnc4n3CCCCC4)cc2)cc1	i
c1csc(-c2nc(-n3nnc4ccccc43)c3c4c(sc3n2)CCCC4)c1	i
COc1ccc(C=Nc2nn[nH]n2)cc1	i
CN(/C=C/C(=O)C(F)(F)F)CC(=O)O	i
COc1cc(/C=N/Nc2nc(C)cc(=O)[nH]2)cc(OC)c1O	i
CN=c1scc(-c2ccc(F)cc2)n1/N=C/c1cccc(Br)c1	i
Cc1noc(C)c1S(=O)(=O)N1CCCC1c1ccc2c(c1)OCCCO2 (stereo not drawn)	i
O=[N+]([O-])c1ccc(S(=O)(=O)Nc2ccc(I)cc2)cc1	i
O=C(N/N=C/c1ccc(N2CCOCC2)s1)C(=O)N/N=C/c1ccc(N2CCOCC2)s1	i
CC1C/C(=N\NC(=S)Nc2ccc(SC(F)F)cc2)CC(C)(C)C1 (stereo not drawn)	i
O=C1CCCN1CO	i
CN(CCc1ccccn1)c1ncnc2c1oc1ccccc12	i
S=C(N=P(N1CCOCC1)(N1CCOCC1)C12CC3CC(CC(C3)C1)C2)N1CCCC1	i
Cc1ccsc1C1CC(c2cccs2)=NN1S(C)(=O)=O (stereo not drawn)	i
Clc1cc(CSc2ncnc3sccc23)cc2c1OCCO2	i
O=c1[nH]c(CSc2nnnn2C2CCCC2)nc2c(Br)cc(Br)cc12	i
O=C(CN1C(=O)C2CC=CCC2C1=O)NC1=NCCS1 (stereo not drawn)	i
Oc1c(Br)cc(C2Nc3ccccc3-c3nc4ccccc4n32)cc1Br (stereo not drawn)	i
O=c1/c(=C/c2ccccc2)sc2n1C(c1ccccc1)C1=C(N=2)/C(=C\c2ccccc2)CCC1 (stereo not drawn)	i
CCC(C)NC(=O)CN1C(=O)NC(CCSC)C1=O (stereo not drawn)	i
CCC(c1n[nH]c(=S)n1C1CCCCC1)N(C)C (stereo not drawn)	i
Cc1nnc2c3c4c(sc3nc(C)n12)CCCC4	i
C/C(=N\NC(N)=S)C12CC3CC(CC(C3)C1)C2	i
c1csc(-c2csc3nc(CN4CCOCC4)nc(Sc4ncn[nH]4)c23)c1	i
O=C(CSc1ncnc2sc3c(c12)CCCC3)NC1CC1	i
O=C(N=C1N=C2C=CC(I)=CN2Cc2ccccc21)c1ccncc1	i
CCOC(=O)c1[nH]c(COC(=O)CCN2C(=O)C3CCCCC3C2=O)c(C(=O)OCC)c1C (stereo not drawn)	i
COc1ccc(-c2c3c4n(/c2=C\c2ccc(N(C)C)cc2)c2ccc(F)c(F)c2[n+]4CCCC3)cc1	i
NS(=O)(=O)c1cccc(Nc2nc3ccccc3nc2NS(=O)(=O)c2cccc([N+](=O)[O-])c2)c1	i
Fc1ccc(N=c2scc(-c3ccc4c(c3)OCCO4)n2C2CCCC2)cc1	i
Cc1cccn2c(=O)c(C=Nc3ccc4c(c3)OCO4)c(N3CCCC3)nc12	i
Cc1cc(=O)[nH]c(N=C(N)Nc2ccc(SC(F)F)cc2)n1	i
Brc1ccc(C2Nc3ccc(Br)cc3C(c3ccccc3)O2)cc1 (stereo not drawn)	i
Cc1nnsc1C(=O)OCc1cc(=O)n2c(C)csc2n1	i
NC(=O)C1CCCNC1 (stereo not drawn)	i
CCCC(=O)OCc1[nH]c(C(=O)OCC)c(C)c1C(=O)OCC	i
CCOCCOC(=O)Cn1cnc2c1c(=O)n(C)c(=O)n2C	i
CCCN(C(=O)CSc1ncn[nH]1)C1CCS(=O)(=O)C1 (stereo not drawn)	i
CN1/C(=C\C=C2\C(=O)Oc3ccccc3C2=O)C(C)(C)c2ccccc21	i
CCC(C)N(C(=O)CSc1nc(N)cc(=O)[nH]1)C1CCS(=O)(=O)C1 (stereo not drawn)	i
Cc1cc(C)nc(NNC2=CC(=[N+]3CCCC3)CCC2)n1	i
O=C(CCC(=O)c1cccs1)NC1=NCCS1	i
O=[N+]([O-])c1ccc(S(=O)(=O)C(F)(F)F)cc1	i
O=S(=O)(Nc1nc2ccccc2nc1Nc1ccc(Br)cc1)c1ccc(Br)s1	i
Cc1ccc(/C=C/C(=O)NNC(=S)NCC2CCCO2)o1 (stereo not drawn)	i
Cc1sc2nc(CN3CCN(CC(=O)c4c(N)n(C)c(=O)n(C)c4=O)CC3)[nH]c(=O)c2c1C	i
CCC(CC)c1nnc(NC(=O)CC2CC3CCC2C3)s1 (stereo not drawn)	i
FC(F)Sc1ccc(N=C2NN=C(c3ccc4c(c3)OCCO4)CS2)cc1	i
O=S(=O)(Nc1nc2ccccc2nc1N1CCCC1)c1ccccc1Cl	i
CN1C(=O)C2(NC(=O)c3ccccc3N2C)c2ccccc21 (stereo not drawn)	i
O=C(Nc1nc(-c2cccs2)cs1)c1ccc(=O)[nH]c1	i
Cc1nn(C)c(C)c1CNCCC12CC3CC(CC(C3)C1)C2	i

Screening results from PubChem BioAssay.
